High-throughput results deposited in PubChem by several laboratories.
NADH enzymes = inhibitors of PK/LDH coupling enzymes, profiling panel, artefact control, biochemical, MLSMR library | AID 774, 2007 | IC50, µM (top dose mostly 10 µM), for inactives: at the highest dose inhibition | coupled PK/LDH NADH assays, four targets | hit rate 0.02% among 65,000;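 active = single-dose screening hits from any of four coupled enzyme assays that gave an IC50 when retested across doses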;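 also: the DPM-DC format reads NADH fluorescence rather than 340 nm absorbance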
A340 absorber = compound light absorbance at 340 nm, profiling panel, artefact control, biochemical, MLSMR library, data from PS, PMK, MK assays. compound absorbance at 340 nm, fold over control. fold change at 10 µM. 65,000 tested, under 10 active. AID 708, 2007;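 active = at 10 µM dose, initial 340 nm absorbance at least 2 fold that of control wells; inactive = change under 2 fold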;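 also: initial absorbance extrapolated from kinetic A340 decline of NADH oxidation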
PKA kinase inh = inhibitors of human PKA kinase activity, primary screen, biochemical, ATP-depletion luminescence, Kemptide substrate; AID 524, 2006; hit rate 0.1% among 65,000; cAMP-dependent protein kinase catalytic subunit alpha (Homo sapiens), P17612; PKA Kemptide phosphorylation, Kinase-Glo ATP luminescence; inhibition, % at 6 µM;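 active = inhibition above the screen-wide mean inhibition plus 3 SD, cut at about 21% in these data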; also: many of its hits are not listed in these tables
Fluor 339 460 = intrinsic fluorescence of library compounds, ex339/em460 – biochemical, MLSMR library, data from DPM-DC assay, artefact control, profiling panel | hit rate 5.5% among 65,000 | fluorescence fold increase at 10 µM | AID 709, 2007 | compound autofluorescence, ex339/em460 nm, NADH buffer; active compounds read high; 1 = no-compound wells, NADH background;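 active = at 10 µM, mean starting fluorescence two-fold or more over control wells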;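 also: signal is the first read of a kinetic run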
JNK3 blocker = JNK3 kinase activity inhibitors, primary screen, biochemical, human, purified enzyme; HTS; inhibition, % at 8 µM; hit rate 0.61% among 60,000; in the data active = inhibition above about 17%;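 also: 0% = DMSO and 100% = reference inhibitor; many of its hits are not listed in these tables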
Target sequence (P53779 whole entry, looked up): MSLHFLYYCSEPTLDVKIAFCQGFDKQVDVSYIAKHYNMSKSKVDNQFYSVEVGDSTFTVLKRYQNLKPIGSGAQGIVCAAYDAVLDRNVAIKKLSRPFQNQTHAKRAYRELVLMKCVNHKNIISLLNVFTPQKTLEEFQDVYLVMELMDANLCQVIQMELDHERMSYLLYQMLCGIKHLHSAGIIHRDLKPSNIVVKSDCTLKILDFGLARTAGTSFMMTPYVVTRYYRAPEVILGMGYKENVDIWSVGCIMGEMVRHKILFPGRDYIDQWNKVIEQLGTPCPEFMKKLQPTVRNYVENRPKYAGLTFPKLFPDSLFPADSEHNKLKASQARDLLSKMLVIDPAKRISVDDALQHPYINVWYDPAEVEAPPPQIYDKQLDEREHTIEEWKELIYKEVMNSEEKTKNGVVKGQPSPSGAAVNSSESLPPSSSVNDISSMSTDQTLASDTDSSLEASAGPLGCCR
tolC growth inh = growth inhibitors of E. coli tolC mutant, primary screen, strain BW25113 ΔtolC::kan, 384-well | OD615 | growth inhibition, % at 10 µM (by protocol) | hit rate 2.2% among 65,000;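 active = growth inhibition at or above a cutoff equal to the mean over every tested compound plus 3 SD, cut at about 60% in these data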;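 also: growth measured after 20 h incubation at 37 °C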
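Test system: tolC-deleted E. coli BW25113; medium: LB with kanamycin 50 µg/mL; compound: single-point testing at 10 µM; incubation: 20 h compound exposure of bacteria at 37 °C; signal: OD at 615 nm; evaluation: growth inhibition in percent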
MMP13 inh = human MMP13 inhibitors, primary screen, biochemical, FRET peptide cleavage; inhibition, % at 4 µM; hit rate 0.07% among 65,000; AID 570, 2006; MMP-13 fTHP FRET cleavage, Mca fluorescence;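 active = inhibition above the mean of compound-free control plate wells plus 3 SD, cut at about 14% in these data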;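 also: 0% = DMSO wells and 100% = wells with reference MMP-13 inhibitor after basal subtraction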
ROCK2 blocker = inhibitors of human ROCK2 kinase, primary screen, biochemical, high-throughput, luminescence. purified ROCK2, Kinase-Glo ATP depletion luminescence. inhibition, % at 6 µM. hit rate 0.35% among 60,000;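 active = inhibition above the screen-wide mean inhibition plus 3 SD, cut at about 18% in these data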;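 also: plate controls were DMSO wells for no effect and Y-27632 control wells after no-enzyme background subtraction for full effect; many of its hits are not listed in these tables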
HEK293 NFkB inh = inhibitors of PMA/ionomycin-induced NF-kB reporter, primary screen, antigen receptor NF-kB inhibitor project, cell-based, HEK-293 luciferase reporter, luminescence | HEK-293 NF-kB luciferase reporter | inhibition, % at 3 µM | hit rate 0.21% among 62,000 | AID 465, 2006;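 active = inhibition above the mean of all tested compounds plus 3 SD, cut at about 40% in these data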;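 also: 0% = stimulated DMSO wells and 100% = 10 µM reference inhibitor 5653914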
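System – HEK-293 cells with stable firefly luciferase reporter driven by four HIV NF-kB elements · Doses – one dose, 3 µM · Schedule – 1 h compound pre-incubation, 16 h PMA/ionomycin at 37 °C · Technique – luminescence from luciferase substrate reagent · Measure – percent inhibition normalized per plate to DMSO and reference-inhibitor controls · Replicates – tested once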
Starred values were filed as active, the others as inactive; / = not tested or not shown; [ ] = another dose, or the depositor's remark. Not all compounds are listed; rates above refer to the full screens.

SMILES | NADH enzymes | A340 absorber | PKA kinase inh | Fluor 339 460 | JNK3 blocker | tolC growth inh | MMP13 inh | ROCK2 blocker | HEK293 NFkB inh
Cc1nnc(SCc2cccc(Oc3ccccc3)c2)n1N | 1% | 0.99 | 0 | 1 | 1 | 6 | -1 | 0 | -1
CC1(C)c2ccccc2N2CC(=O)NC21/C=C/c1ccco1 (stereo unspecified) | 5% | 1 | -3 | 1.1 | 2 | -6 | 1 | 4 | 2
Cc1onc(-c2c(Cl)cccc2Cl)c1C(=O)NCCCN1CCOCC1 | 2% | 0.98 | 0 | 1.1 | -9 | -7 | 5 | 0 | 11
CCOCCCNC(=O)N1CCOCC1 | 5% | 1 | 5 | 1.1 | -7 | 6 | -1 | 0 | 10
CC(=O)[C@@]1(O)CC[C@H]2[C@@H]3C[C@H](C)C4=CC(=O)CC[C@]4(C)[C@H]3CC[C@@]21C | 2% | 1 | -8 | 0.99 | 3 | 17 | 6 | -1 | /
NC(=O)COc1ccc2c3c(c(=O)oc2c1)CCCCC3 | 13%[fluoresces] | 1.1 | 8 | 3.7* | 7 | 8 | -254[fluorescence artefact?] | 8 | 9
Cc1[nH]nc2c1C1(CCOC1C)C(C#N)=C(N)O2 (stereo unspecified) | 3% | 1 | 9 | 1.1 | 3 | -4 | 4 | 8 | -5
CCOc1cc2[nH]c(=O)n(CCC(=O)NCCc3ccccc3)c(=O)c2cc1OCC | 8% | 1 | 4 | 2 | -7 | -4 | -6 | 3 | 2
COc1ccc(Cc2nnc(SCC(=O)NC3CCCCC3)n2C)cc1 | 3% | 1.1 | -2 | 1.1 | -5 | -9 | -4 | -3 | 1
CCCCS(=O)(=O)C(=C1Nc2ccccc2N1)S(=O)(=O)CCCC | 15% | 1.1 | 2 | 1.2 | -3 | -19 | 6 | 1 | -9
CN(C)S(=O)(=O)c1cccc(COC(=O)C2=COCCO2)c1 | 6% | 0.98 | 12 | 1.1 | -5 | -4 | 2 | 6 | -6
Oc1c(C(c2ccccc2)N2CCCCC2)sc2ncnn12 (stereo unspecified) | 4% | 1 | 12 | 1.1 | -3 | -3 | -6 | 4 | 2
Cc1ccc(CS(=O)(=O)Cc2ccc(C(=O)NCc3cccnc3)o2)cc1 | 5% | 1 | 10 | 1.1 | 4 | -11 | -1 | 4 | 8
C=CCn1c(O)c(C(CC)=NCc2cccnc2)c(=O)[nH]c1=O | 6% | 0.99 | 13 | 0.91 | 6 | -4 | 3 | 4 | 24
Cc1ccc(SCCC(=O)NCC2CCCO2)cc1 (stereo unspecified) | 6% | 1 | 8 | 1 | -9 | -8 | 5 | 4 | 1
CN(Cc1ccccc1)Cc1nc2c(c(=O)n(C)c(=O)n2C)n1Cc1ccc(F)cc1 | 5% | 1 | -2 | 1.1 | -7 | 40 | -3 | -9 | 18
COc1ccc(C(=O)N2c3ccc(F)cc3CCC2C)cc1OC (stereo unspecified) | 1% | 1.1 | 3 | 1.1 | 1 | 22 | 3 | 8 | 12
Cc1nnc(NC(=O)CSc2nnc(Cc3cccn3C)n2C)s1 | 12% | 1 | 3 | 1 | -1 | -14 | 4 | 3 | 7
CC(=O)NCCn1c(SCC(=O)NCc2ccco2)nc2ccccc2c1=O | 6% | 1 | -2 | 1 | -4 | -21 | 0 | -3 | 12
O=C(Nc1ccc(Cl)cc1C(=O)N1CCOCC1)c1ccco1 | 6% | 1 | 8 | 1 | -5 | -13 | 0 | 5 | -4
CC12C(=O)N(n3cnnc3)C(=O)C1C1C=CC2C1 (stereo unspecified) | 7% | 1 | -4 | 1.1 | 8 | -3 | -3 | -9 | 19
CC(C)c1ccccc1OCCNS(C)(=O)=O | 0% | 1.1 | 11 | 1.1 | 2 | -3 | 7 | 1 | 21
O=c1[nH]c(CN2CCCCC2)nc2c1C1(CCCCC1)Cc1ccccc1-2 | 2% | 1 | 5 | 1.1 | 9 | 12 | 3 | 7 | /
CSc1nc2c(c(=O)[nH]c(=O)n2C)n1C/C=C(\C)Cl | 9% | 1 | 5 | 1.1 | 1 | -1 | 0 | 0 | 2
Cc1c(NS(=O)(=O)N2CCCC2)c(=O)n(-c2ccccc2)n1C | 5% | 0.99 | 15 | 0.94 | 5 | -22 | 4 | 7 | 9
COc1ccc(N2C(=O)C3CCCN3C2c2ccc(C)cc2)cc1Cl (stereo unspecified) | 5% | 1 | 11 | 1.1 | 4 | 0 | 2 | 7 | 4
CCOC(=O)c1cc2sccc2n1CC(=O)N1CCN(C(=O)c2ccco2)CC1 | 6% | 0.98 | -4 | 1.1 | 1 | -8 | -3 | -6 | 16
Cc1nn(CC(=O)N2CCOCC2)c(=O)c2ccccc12 | 0% | 1 | 2 | 1.1 | -2 | -3 | -4 | 4 | /
O=C(NCCc1ccc(Cl)cc1)C1CCN(S(=O)(=O)N2CCC3(CC2)OCCO3)CC1 | 8% | 0.99 | 13 | 1 | 0 | -14 | -5 | 5 | 3
Cc1cccc2cc(CN(CC3CCCO3)S(=O)(=O)c3ccccc3)c3nnnn3c12 (stereo unspecified) | 6% | 0.98 | -6 | 1.1 | -2 | -14 | -4 | -5 | 14
O=C(OCCN1CCCC1)C1(c2ccccc2)CCCC1 | 3% | 1 | 6 | 1.1 | 2 | -5 | -2 | 5 | 4
O=C(Nc1ccc(-c2nc3cccnc3s2)cc1)c1ccc(Br)o1 | 6%[fluoresces] | 1.1 | -4 | 2.2* | -1 | -11 | -31 | 3 | -16
COc1cccc2[nH]c3c(N4CCC(C)CC4)ncnc3c12 | 3%[fluoresces] | 1.1 | -3 | 3.7* | -16 | 22 | -27 | -8 | 9
COc1ccc(NC(=O)CSc2nc3c(c(=O)n2-c2ccc(F)cc2)SCC3)cc1 | 2% | 1 | 7 | 0.99 | 2 | 5 | 3 | 4 | 13
CN(C(=O)C1CCOC1)c1nnc(C2CCOC2)s1 (stereo unspecified) | 9% | 1 | 11 | 1.1 | 1 | -14 | -8 | 5 | 18
Cc1cccc(C)c1N1CCN(S(=O)(=O)c2ccc(F)cc2)CC1 | 5% | 1.1 | -5 | 1.1 | 2 | 57 | 8 | -3 | 4

3 entries from above, tab-delimited:
molecule	NADH enzymes	A340 absorber	PKA kinase inh	Fluor 339 460	JNK3 blocker	tolC growth inh	MMP13 inh	ROCK2 blocker	HEK293 NFkB inh
O=C(NCCc1ccc(Cl)cc1)C1CCN(S(=O)(=O)N2CCC3(CC2)OCCO3)CC1	8%	0.99	13	1	0	-14	-5	5	3
Cc1cccc2cc(CN(CC3CCCO3)S(=O)(=O)c3ccccc3)c3nnnn3c12 (stereo unspecified)	6%	0.98	-6	1.1	-2	-14	-4	-5	14
O=C(OCCN1CCCC1)C1(c2ccccc2)CCCC1	3%	1	6	1.1	2	-5	-2	5	4

More compounds:
SMILES | NADH enzymes | A340 absorber | PKA kinase inh | Fluor 339 460 | JNK3 blocker | tolC growth inh | MMP13 inh | ROCK2 blocker | HEK293 NFkB inh
CCOc1cc(C(=O)OCC(=O)NCc2ccco2)cc(OCC)c1OCC | 6% | 0.98 | 2 | 1.1 | 7 | 2 | -2 | 8 | 4
O=C(CN1CCCCCC1)OCCN=C1NS(=O)(=O)c2ccccc21 | 4% | 0.98 | 10 | 1.1 | -2 | -17 | -2 | 4 | 20
CCOC(=O)CSc1nc2c(c(=O)n(C)c(=O)n2C)n1CCCc1ccccc1 | 5% | 1 | 10 | 1.1 | 1 | 14 | 10 | 3 | 3
CCOC(=O)/C=C1\SCC(=O)N1Cc1ccc(Br)cc1 | 3% | 0.98 | 11 | 1 | -2 | 4 | 6 | 2 | 11
CSc1ccccc1NC(=O)c1ccco1 | 2% | 1 | 7 | 1.1 | -2 | 4 | 7 | 1 | 13
CC1(C)CC(=O)C2=C(C1)OC(N)=C(C#N)C2C1CC=CCC1 (stereo unspecified) | 2% | 0.99 | 8 | 1 | 0 | -7 | -5 | 7 | 3
Clc1ccc(Cl)c(OCCN2CCOCC2)c1 | 8% | 1 | 7 | 1.1 | 7 | -6 | 1 | 2 | -7
CC(=O)c1ccc(OCC(O)CN2CCN(CCO)CC2)cc1 (stereo unspecified) | 2% | 0.98 | 2 | 1 | 8 | -4 | 1 | -4 | 20
CC(=O)Oc1ccccc1C1OCCN1C(C)=O (stereo unspecified) | 4% | 1 | 7 | 1.1 | 3 | 10 | -3 | 8 | /
O=C(NC1CCCCC1)N(CCN1CCCC1)Cc1cc2cc3c(cc2[nH]c1=O)OCCO3 | 19% | 1 | 5 | 3.6* | -2 | -4 | -39 | 2 | -8
Cc1c(C(=O)NCc2cccs2)oc2ccc(S(=O)(=O)N3CCOCC3)cc12 | 4% | 1.1 | 9 | 1.1 | / | 11 | 5 | / | 24
Oc1ccccc1CNc1nc2ccccc2n1CCN1CCCCC1 | 3% | 1 | 5 | 0.83 | 3 | 2 | -12 | 4 | 2
O=C(NCc1ccccc1)NC1(C(=O)Nc2ccc3c(c2)OCCO3)CCCCC1 | 1% | 1 | 10 | 1 | 0 | -9 | 3 | 6 | 15
Cc1cc2ncc(C(=O)Nc3ccccc3)c(C)n2n1 | 4% | 1 | 9 | 1.1 | -1 | 6 | -3 | 4 | 16
Cc1cc(C)c2c(n1)nn1c(N3CCN(c4ccccc4)CC3)cc(C)nc21 | 20% | 0.99 | -4 | 3.2* | 7 | -24 | -24 | -3 | -8
CCOC(=O)C1CCN(C(=O)c2ccc3c(c2)OCO3)CC1 | 5% | 1 | 0 | 1 | 6 | -20 | 0 | 2 | 2
CCN(CC)C(=O)CSc1nc2ccccc2c(=O)n1-c1ccccc1OC | 5% | 1 | 8 | 1.1 | 7 | 18 | 4 | 5 | 29
O=C1C=C(NCc2ccco2)CCC1 | 7% | 1 | 6 | 1.1 | -2 | -14 | 1 | 3 | 13
CCOC(=O)N1CCN(C(=O)c2ccc(CN(c3ccc(C)c(C)c3)S(C)(=O)=O)cc2)CC1 | 2% | 1 | 2 | 1.1 | / | 2 | -1 | / | 14
CCCCOc1ccc(-c2ncc(C(=O)OCC)c(N)n2)cc1 | 3% | 1.1 | 0 | 1.2 | 2 | 25 | -10 | 3 | 5
CC1=C(C(=O)NC(C)c2ccc3c(c2)OCCO3)C2(CCC(C)CC2)OC1=O (stereo unspecified) | 3% | 1 | -5 | 1.2 | -5 | 18 | 8 | -2 | 13
Cc1cc(C)c2c(N)c(C(=O)Nc3nccs3)sc2n1 | 5%[fluoresces] | 1.1 | 0 | 2.1* | -9 | 4 | -30 | 0 | -19
COc1cc(C(=O)COC(=O)Cc2cnc3sccn23)cc(OC)c1OC | 5% | 0.99 | 5 | 0.92 | 4 | -6 | 0 | 4 | 14
CSc1ccccc1NC(=O)COc1ccc(S(=O)(=O)N2CCCC2)cc1 | 1% | 1 | 0 | 1.1 | -1 | 2 | 5 | 0 | 5
CCOC(=O)c1ccc(NC(=O)CCc2nc(-c3ccc(Cl)cc3)no2)cc1 | 6% | 1 | 4 | 1.1 | -4 | 24 | 2 | 3 | 1
